Assay outcomes (PubChem BioAssay)
Bcl-W Bim block = inhibitors of Bim binding to Bcl-W, primary screen, biochemical, multiplexed, bead-based flow cytometry; inhibition, % at 10 µM; Bim peptide-Bcl-W binding; actives 0.02% (n = 190,000);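 note: 0% = bound tracer without compound and 100% = peptide blocker; higher means less fluorescent Bim peptide bound to Bcl-W beads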
ABCB1 block = ABCB1 efflux pump inhibitors, primary screen, cell-based, multiplex, flow cytometry, ABCG2 counter-screen; CCRF-Adr cells, JC-1 efflux; inhibition, % at 6.6 µM; actives 0.067% (n = 190,000); in the data active = inhibition above about 40%;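 note: 0% = vehicle and 100% = reference inhibitor; higher value means more JC-1 retained so stronger ABCB1 efflux block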
RGS4-Gao reg = modulators of RGS4 binding to Galphao, primary screen, biochemical, multiplexed bead flow cytometry | AID 1415, 2008 | actives 0.33% (n = 220,000) | binding response (% of control), % at 10 µM | actives lie on both sides; in the data active = binding response below about 49% or above about 150%; inactive = in between;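 note: fluorescent Galphao activated with aluminum fluoride binding bead-coupled RGS4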
Bcl-2 Bim block = inhibitors of Bim-Bcl-2 binding, primary screen, biochemical, multiplexed, human Bcl-2 family | Bead-based flow cytometry, Bim peptide-Bcl-2 binding | inhibition, % at 10 µM | actives 0.06% (n = 190,000); in the data active = inhibition above about 40%; inconclusive = no clear call, values can overlap the other calls;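 note: 0% = no compound wells with probe peptide and 100% = reference peptide inhibitor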
Target sequence (P10415 whole entry, looked up): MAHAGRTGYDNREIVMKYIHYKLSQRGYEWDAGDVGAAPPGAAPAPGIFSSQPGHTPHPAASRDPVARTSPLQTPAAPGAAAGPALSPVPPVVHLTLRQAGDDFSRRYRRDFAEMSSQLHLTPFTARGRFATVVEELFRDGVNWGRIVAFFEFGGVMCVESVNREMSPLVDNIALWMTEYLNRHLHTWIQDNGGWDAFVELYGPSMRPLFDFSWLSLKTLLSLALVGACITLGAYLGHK
Mcl-1 Bim block = inhibitors of Bim peptide binding to Mcl-1, primary screen, biochemical, bead-based flow cytometry, multiplex; Induced myeloid leukemia cell differentiation protein Mcl-1 (Homo sapiens), Q07820; actives 0.1% (n = 190,000); inhibition, % at 10 µM; Bim peptide-Mcl-1 binding;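 note: 0% = no compound tracer wells and 100% = peptide blocker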
RGS7-Gao = RGS7-Galphao binding modulators, primary screen, biochemical, multiplexed bead flow cytometry | actives lie on both sides | binding response (% of control), % at 10 µM | actives 0.35% (n = 220,000) | AID 1439, 2008; in the data active = binding response below about 49% or above about 150%; inconclusive = no clear call, values can overlap the other calls; inactive = in between;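 note: fluorescent Galphao held in activated GDP-AlF4 state binding bead-coupled RGS7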
Bcl-XL Bim block = inhibitors of Bim-Bcl-XL binding, primary screen, biochemical, multiplexed, bead flow cytometry, human Bcl-XL; actives 0.04% (n = 190,000); inhibition, % at 10 µM; AID 1007, 2008; Bcl-2-like protein 1 (Homo sapiens), Q07817; Bim peptide-Bcl-XL binding, fluorescence
Bim-Bfl-1 = inhibitors of Bim binding to Bfl-1, primary screen, biochemical, multiplexed, bead-based flow cytometry | Bim-Bfl-1 binding inhibition | inhibition, % at 10 µM | AID 1008, 2008 | actives 0.12% (n = 190,000) | Bcl-2-related protein A1 (Homo sapiens), Q16548;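 note: 0% = wells without compound plus tracer and 100% = blocker peptide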
Bcl-B Bim block = inhibitors of Bim-Bcl-B binding, primary screen, biochemical, multiplexed, human Bcl-2 family; bead-based flow cytometry, Bim peptide-Bcl-B binding; actives 0.073% (n = 190,000); inhibition, % at 10 µM;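 note: 0% = tracer peptide without compound and 100% = reference inhibitor peptide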
RGS8-Gao reg = RGS8-Galphao binding modulators, primary screen, biochemical, multiplexed bead flow cytometry | Guanine nucleotide-binding protein G(o) subunit alpha (Homo sapiens), P09471 | actives lie on both sides | response (percent of control binding), % at 10 µM | actives 0.34% (n = 220,000); in the data active = response below about 60% or above about 140%; inactive = in between;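 note: Galphao activated as the GDP aluminium fluoride complex binding bead-coupled RGS8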
ABCG2 inh = ABCG2 efflux pump inhibitors, primary screen, multiplex with ABCB1, IgMXP3 cells, flow cytometry | Broad substrate specificity ATP-binding cassette transporter ABCG2 (Homo sapiens), Q9UNQ0 | JC-1 efflux | inhibition, % at 6.6 µM | actives 0.1% (n = 190,000) | AID 1325, 2008;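 active = inhibition above 80%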;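 note: 0% = DMSO and 100% = nicardipine control wells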
Target sequence (Q9UNQ0 whole entry, looked up): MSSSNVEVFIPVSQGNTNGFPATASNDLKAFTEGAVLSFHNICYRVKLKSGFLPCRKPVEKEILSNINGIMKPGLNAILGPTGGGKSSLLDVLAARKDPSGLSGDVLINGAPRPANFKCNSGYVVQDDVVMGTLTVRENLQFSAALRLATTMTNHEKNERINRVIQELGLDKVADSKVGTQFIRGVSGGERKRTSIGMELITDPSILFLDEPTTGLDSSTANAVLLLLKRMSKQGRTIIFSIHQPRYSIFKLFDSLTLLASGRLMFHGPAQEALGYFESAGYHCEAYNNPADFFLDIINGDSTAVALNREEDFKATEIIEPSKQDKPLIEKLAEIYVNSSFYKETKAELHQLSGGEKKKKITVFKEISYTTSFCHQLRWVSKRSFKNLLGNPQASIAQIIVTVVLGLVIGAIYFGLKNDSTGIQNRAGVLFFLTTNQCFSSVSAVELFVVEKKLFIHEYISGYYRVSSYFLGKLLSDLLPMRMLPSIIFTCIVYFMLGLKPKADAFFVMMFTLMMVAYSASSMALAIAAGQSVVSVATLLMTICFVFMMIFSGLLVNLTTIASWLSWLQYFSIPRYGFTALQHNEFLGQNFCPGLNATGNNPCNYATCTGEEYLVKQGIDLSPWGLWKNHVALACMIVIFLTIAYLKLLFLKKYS
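test system = two drug-resistant human cell lines, ABCG2 and ABCB1 | amount = 3 million cells/mL final, two lines in 1:1 ratio | reagent = JC-1 transporter substrate | doses = one concentration, 6.6 µM final | incubation = 10 min at 25 °C | signal = flow cytometric JC-1 green MFI at 530 nm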
* = called active by the depositor; ? = inconclusive; · = no result given; [ ] = remark or other dose. Cut-off read from the data, not from the text of the source, unless noted: active = inhibition above about 40%. The order is random, and some 0.94% of all compounds hit somewhere here.

SMILES | Bcl-W Bim block | ABCB1 block | RGS4-Gao reg | Bcl-2 Bim block | Mcl-1 Bim block | RGS7-Gao | Bcl-XL Bim block | Bim-Bfl-1 | Bcl-B Bim block | RGS8-Gao reg | ABCG2 inh
Cc1c(C)c2cc(Cl)c(O)c(CN3CCN(C)CC3)c2oc1=O | -3 | 0.0 | 98 | -5 | -2 | 94 | -1 | -1 | -3 | 98 | 0
Cc1nc(-c2cccc(C(F)(F)F)c2)sc1C(=O)O | 1 | 0.7 | 104 | 2 | 4 | 138 | -2 | -2 | 0 | 100 | 19
CC1CC(C)CN(C(=O)COC(=O)CCc2nc3ccccc3c(=O)[nH]2)C1 (stereo unspecified) | -2 | 0.0 | 98 | -1 | -2 | 100 | -1 | -2 | -2 | 100 | -2
O=C1CCCc2ccccc2N1Cc1ccc(F)cc1 | -1 | 1.4 | 111 | -2 | -1 | 170*[activator] | -4 | -5 | -5 | 103 | 6
COCc1[nH]nc2c1C1(CCSCC1)C(C#N)=C(N)O2 | -2 | 0.1 | 99 | -3 | -5 | 95 | -3 | -4 | 0 | 98 | 1
COc1ccc2c(c1)CCc1c(C(=O)NCc3cccnc3)noc1-2 | 0 | 0.5 | 90 | 0 | -1 | 85 | -1 | -4 | 0 | 90 | 3
O=C(c1cccc(C(=O)N2CCN(c3ccccc3F)CC2)c1)N1CCN(c2ccccc2F)CC1 | -3 | 1.8 | 107 | -7 | -4 | 105 | -1 | -5 | -9 | 105 | 3
O=C(O)c1c2c(nc3ccccc13)/C(=C/c1ccc(O)cc1)CC2 | 5 | -0.3 | 104 | 1 | 2 | ? | 0 | -4 | 0 | 101 | -1
N#CC1=C(N)Oc2n[nH]c(-c3ccccc3)c2C1c1cccc(OC(=O)N2CCOCC2)c1 (stereo unspecified) | 0 | 0.0 | 102 | -4 | -1 | 100 | -4 | -17 | -5 | 100 | 23
CC(C)NC(=O)CN(C)S(=O)(=O)c1ccc(F)cc1 | -3 | 0.8 | 102 | -8 | 0 | 102 | -15 | -8 | -8 | 103 | 1
O=C(COc1ccc(Cl)cc1)Nc1ccccc1CO | 1 | -0.4 | 111 | -9 | -3 | 109 | 7 | -10 | -9 | 109 | 4
O=C(N/N=C/c1ccccc1[N+](=O)[O-])c1ccc(COc2ccccc2-c2ccccc2)cc1 | -8 | 1.0 | 102 | -11 | -3 | 99 | -4 | -12 | -6 | 101 | 6
Cc1cc2c(cc1C)N(C(=O)CSC1=NCCS1)C(C)(C)c1ssc(=S)c1-2 | -6 | 2.6 | 101 | -4 | -6 | 100 | -8 | -4 | -2 | 97 | 2
COc1ccc(-c2cc(-c3ccc(OC)cc3)[nH]n2)cc1 | -1 | 0.4 | 102 | -10 | 1 | 99 | 0 | -13 | -7 | 97 | 4
CC(C)NS(=O)(=O)c1ccc(OCC(=O)Nc2cccc3ccccc23)cc1 | -3 | 1.3 | 105 | -1 | 0 | 115 | -7 | -2 | -1 | 106 | 6
Nc1cccc(Oc2ccc([N+](=O)[O-])cc2)c1 | -5 | -1.9 | 100 | -2 | -3 | 101 | -7 | -7 | 0 | 100 | -4
Oc1ccc(-c2csc(-c3c[nH]c4ccccc34)n2)c(O)c1 | 2 | -0.4 | 99 | 3 | 4 | 100 | 0 | 2 | 0 | 104 | 0
CCCc1cc(=O)oc2cc(OCC(=O)Nc3cc(C)on3)ccc12 | -3 | 0.2 | 100 | 0 | -4 | 98 | 0 | -2 | -1 | 97 | 1
COc1ccc(NC(=O)CSc2ccc(NC(C)=O)cc2)cc1S(=O)(=O)N1CCCCC1 | 0 | 1.9 | 136 | 2 | -3 | 133 | -3 | 0 | -3 | 100 | 15
CCOC(=O)c1cc(-c2ccccc2)sc1NC(=O)CSc1nnnn1C | -2 | -1.0 | 98 | -10 | 0 | 97 | -2 | -13 | -8 | 100 | 0
O=C(Nc1nc2c(Cl)ccc(Cl)c2s1)c1ccco1 | 0 | -0.5 | 101 | -5 | 0 | 101 | -5 | -10 | -6 | 99 | 0
COc1cc(NC(=S)N2CCN(C(c3ccccc3)c3ccccc3)CC2)cc(OC)c1 | -1 | 1.1 | 106 | -6 | 0 | 106 | -4 | 0 | -9 | 105 | 2
COc1ccc(C(=O)NNC(=O)CN2CCC(n3nnc4cc(F)ccc43)CC2)cc1 | -3 | · | 90 | 0 | -7 | 83 | -1 | 6 | -2 | 105 | 79
O=C(OCCN(C1=NS(=O)(=O)c2ccccc21)c1ccc(Cl)cc1)c1ccco1 | -4 | 0.0 | 94 | -13 | -2 | 97 | -5 | -9 | -7 | 98 | 0
Cc1cccc(-c2nc(CN3CCCC(C(=O)NC4CCCC4)C3)c(C)o2)c1 (stereo unspecified) | 0 | 0.4 | 100 | -3 | -5 | 94 | -1 | -2 | 0 | 99 | 1
CCCCOC(=O)CCc1c(C)[nH]c(=S)[nH]c1=O | 1 | 0.1 | 99 | -2 | -1 | 101 | 0 | -1 | -5 | 102 | 1
O=C(Oc1c(Br)cc(Br)c2cccnc12)N1CCCCC1 | 1 | -0.2 | 102 | 7 | 3 | 98 | -2 | 1 | 0 | 103 | -1
CNc1nc(Sc2cccc(C(F)(F)F)c2)cc(C(F)(F)F)n1 | -1 | 0.2 | 104 | -3 | -1 | 104 | -2 | -1 | 0 | 99 | 1
Cc1nnc(NC(=O)CSCc2ccccc2)s1 | 0 | 0.4 | 91 | -6 | -2 | 89 | -4 | -6 | -5 | 96 | 2
O=C(CCCCCN1C(=O)c2ccccc2C1=O)Oc1ccc2c3c(c(=O)oc2c1)CCC3 | -5 | 0.8 | 95 | -15 | 0 | 94 | -1 | -10 | 2 | 101 | 5
CCOC(=O)C1=C(O)/C(=C\c2ccc(CNC(=O)C(=O)Nc3ccccc3)o2)N=C1C | 7 | -0.1 | 91 | -6 | -1 | 82 | -5 | -4 | -5 | 94 | 2
Cc1ccccc1OC(C)C(=O)NC1CCCC1 (stereo unspecified) | -1 | 0.8 | 99 | -7 | -2 | 99 | -5 | -5 | -9 | 98 | 8
O=C(NC(=S)Nc1ccc(N2CCOCC2)cc1)c1cccc(Cl)c1 | -1 | 0.6 | 99 | -7 | -2 | 97 | -4 | -12 | -6 | 100 | 13
CCNc1nc(N)nc(-c2cc(Cl)ccc2O)n1 | -1 | 0.1 | 107 | -6 | 0 | 105 | -5 | -2 | -6 | 114 | 0
COc1ccc(-c2ccc(=O)n(CC(=O)Nc3cccc(O)c3)n2)cc1OC | -4 | 1.1 | 100 | -3 | -1 | 102 | -3 | -3 | -6 | 100 | 3
O=C(Cc1ccccc1)NNC(=O)Cc1ccccc1 | -1 | 1.6 | 103 | -2 | -2 | 97 | -4 | -9 | -5 | 100 | 19
COc1cccc(CN2CCN(Cc3ccc(O)cc3)CC2CCO)c1 (stereo unspecified) | 0 | -0.4 | 102 | 0 | 1 | 100 | -1 | -6 | -2 | 101 | 0
CN(C)/N=C/C=C1\CCC/C(=C\c2ccc(F)c(F)c2)C1=O | 3 | 0.3 | 98 | -1 | 1 | 105 | 0 | 2 | -5 | 96 | 11
OCCN=Cc1c(O)[nH]c2ccccc12 | 1 | -0.1 | 103 | -7 | -2 | 96 | -9 | -10 | -7 | 101 | 0
Cc1ccc(Nc2ccc3nonc3c2[N+](=O)[O-])cc1 | -1 | 1.1 | 97 | 0 | -1 | 96 | -1 | -2 | -3 | 100 | 6
Cc1c(N=C/C=C2/N(C)c3ccccc3C2(C)C)c(=O)n(-c2ccccc2)n1C | -4 | 1.0 | 98 | -13 | -2 | 97 | -3 | -2 | 0 | 93 | 2
CCN(CC)CCCN(C(C)=O)c1nc(-c2cc(OC)ccc2OC)cs1 | 0 | 1.0 | 102 | -2 | -1 | 99 | 1 | -1 | 0 | 99 | 15
CCn1c(SCC(=O)NNC(=S)Nc2ccccc2)nnc1-c1ccc(Cl)cc1 | -5 | -0.2 | 104 | -4 | -6 | 107 | -8 | -12 | 6 | 90 | -1
FC(F)(F)c1cc(-c2ccccc2)nc(NCc2cccs2)n1 | -1 | 0.5 | 107 | -1 | 0 | 103 | -4 | 0 | -2 | 104 | 19
CCC1SC2=NC(C)=C(C(=O)OC)C(c3ccc(C(=O)OC)cc3)N2C1=O (stereo unspecified) | -1 | 0.8 | 95 | -13 | 1 | 93 | -5 | -15 | -8 | 100 | -7
C=CCN=c1sc(C(=O)OC)cc(=O)n1CC=C | 0 | 0.5 | 106 | 0 | 0 | 108 | 0 | 0 | 0 | 102 | 2
O=C(COC(=O)COc1cccc(F)c1)NCCC1=CCCCC1 | -3 | 0.3 | 102 | -5 | 0 | 106 | -5 | -5 | -5 | 104 | 5
Cc1nc(N2CCC(C)CC2)c2c(C)c(C(=O)O)sc2n1 | 1 | 0.3 | 98 | -5 | 1 | 99 | -2 | -10 | -6 | 99 | 4
CCC(=O)N/N=C(\C)CC(=O)Nc1ccc2c(c1)OCCO2 | 2 | -0.1 | 101 | -1 | 0 | 99 | 0 | -2 | -2 | 100 | -1
COc1ccc(OC)c(S(=O)(=O)Nc2cc(C(=O)O)ccc2N2CC3CC(C2)c2cccc(=O)n2C3)c1 (stereo unspecified) | 1 | 0.1 | 104 | -1 | 12 | 101 | -1 | -2 | 2 | 103 | 1
COc1ccc(/C(C)=N\NS(=O)(=O)c2ccccc2)cc1OC | -4 | 1.0 | 98 | -7 | -3 | 97 | -6 | -15 | -7 | 98 | 7
